FBPA Giardia inh: Giardia lamblia aldolase inhibition; A8B2U2; purified Giardia FBPA; actives 0.71% (n = 290,000); Potency, µM (top dose mostly 59.6 µM), without a hit: at the top dose activity, negative = inhibition, most hits filed as inhibitors; note: potency is the fitted concentration of half-maximal effect; nearly all actives have a fitted effect of over 55% in size
Target sequence (A8B2U2 whole entry, looked up): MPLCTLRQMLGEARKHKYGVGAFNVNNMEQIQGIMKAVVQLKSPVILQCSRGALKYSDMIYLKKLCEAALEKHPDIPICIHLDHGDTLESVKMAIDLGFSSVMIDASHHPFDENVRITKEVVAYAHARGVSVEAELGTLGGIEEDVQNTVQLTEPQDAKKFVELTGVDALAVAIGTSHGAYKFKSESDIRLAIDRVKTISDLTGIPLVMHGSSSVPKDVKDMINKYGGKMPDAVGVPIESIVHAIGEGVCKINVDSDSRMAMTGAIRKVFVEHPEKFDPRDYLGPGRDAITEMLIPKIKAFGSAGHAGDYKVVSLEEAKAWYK
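Giardia FBPA (40 nM reagent) was preincubated 10 min at RT with compound (up to 57.5 uM final), then substrate plus GAPDH/TPI/NAD/arsenate coupling system with diaphorase/resazurin was added; resorufin fluorescence (525/598 nm) was read after 20 min.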
Sm TGR block: S. mansoni TGR enzyme inhibition | Q962Y6 | purified TGR, DTNB reduction, TNB absorbance 405 nm | Potency, µM (doses to about 114 µM), for the others: at the highest dose activity change, negative = inhibition, hits mostly inhibitors | actives 3% (n = 360,000); note: potency is the fitted concentration of half-maximal effect; nearly all actives have a fitted effect of over 60% in size
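TGR 20 nM + NADPH 100 uM (dispensed conc.), cpd preinc 15 min RT; start with NADPH (500 uM addition) then DTNB (15 mM addition). Kinetic TNB absorbance, 405 nm filter. Four-parameter Hill fit across titration.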
AMA1 RON2 block: AMA1-RON2 (P. falciparum) interaction inhibition; AlphaScreen AMA1-biotinylated RON2 peptide binding; Potency, µM (doses to about 58.2 µM), for inactives: top-dose activity change, negative = inhibition, usual class: inhibitors; actives 0.2% (n = 360,000);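 note: potency is the fitted concentration of half-maximal effect; 0% = vehicle wells and -100% = peptide control; nearly all actives have a fitted effect of over 45% in size; some results filed as inactive show a strong effect at the top dose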
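AMA1 (3D7) with his tag at 25 nM final met compounds first, then biotinylated RON2 peptide at 25 nM; detection used donor plus acceptor beads, 10 µg/mL apiece, read by AlphaScreen after 30 min at room temperature.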
AmpC detergent: blocks E. coli AmpC beta-lactamase in detergent assay; AID 485294; Potency, µM (doses to about 114 µM), inactives show at the highest dose activity change, negative = inhibition, usual class: inhibitors; AmpC hydrolysis of nitrocefin, absorbance 480 nm, 0.01% Triton; actives 0.041% (n = 370,000); P00811;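 note: potency is the fitted concentration of half-maximal effect; 0% = no-compound wells and -100% = no-enzyme wells; nearly all actives have a fitted effect of over 25% in size; some results filed as inactive show a strong effect at the top dose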
Target sequence (P00811 whole entry, looked up): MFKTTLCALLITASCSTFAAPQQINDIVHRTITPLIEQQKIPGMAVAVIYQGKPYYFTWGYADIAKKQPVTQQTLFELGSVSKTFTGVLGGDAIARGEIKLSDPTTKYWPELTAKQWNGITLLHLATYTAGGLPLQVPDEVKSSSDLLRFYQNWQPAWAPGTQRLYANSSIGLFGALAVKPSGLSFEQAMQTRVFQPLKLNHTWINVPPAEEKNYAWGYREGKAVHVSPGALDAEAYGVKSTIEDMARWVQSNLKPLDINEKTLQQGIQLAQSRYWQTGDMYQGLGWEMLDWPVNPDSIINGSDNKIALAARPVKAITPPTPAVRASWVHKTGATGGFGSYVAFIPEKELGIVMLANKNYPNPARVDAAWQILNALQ
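AmpC (5.3 nM in the dispensed reagent) in 20 mM phosphate pH 7.0 with 0.01% (detergent screen) or 0.0001% Triton X-100 was preincubated with compounds for 15 min at room temperature. Nitrocefin was then added from an 800 uM solution, and hydrolysis was followed at 480 nm.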
HCV inhibitor: blocks hepatitis C virus. actives 3.4% (n = 340,000). Huh7.5.1 HCVcc-Cre infection, luciferase reporter, 44 h. Potency, µM (top dose mostly 41.8 µM), without a hit: top-dose activity change, negative = inhibition, most hits filed as inhibitors. AID 651820; note: potency is the fitted concentration of half-maximal effect
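1,000 cells/well; 4 h culture; + compound; + HCVcc-Cre (~0.5 moi); 44 h; luciferase substrate, RT 15 min; read 15 sec.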
HCMV antiviral: blocks human cytomegalovirus replication; actives 4.5% (n = 410,000); activity change, negative = inhibition, % at 57.5 µM; HFF cells, HCMV-luciferase reporter, 72 h; active compounds read low; in the data active = activity change below about -60%; inconclusive = no clear call, values can overlap the other calls; inactive = above about -39%
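Luciferase read-out from HCMV-luciferase-infected HFFs (MOI 1 PFU/cell) 72 h post infection at 37C; compounds added after 16 h cell attachment; activity normalized between buffer-only basal and Salinomycin (10uM) inhibitor controls.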
Active calls of the source: *; ? = inconclusive; nt = not tested or not shown; & = joins results of further samples; [ ] = remark or other dose. Unless noted, calls come from the whole dose curve; as a rule, active = well fitted curve in the direction sought with a large enough effect; inconclusive = small, poorly fitted or top-dose-only effect, or another doubt; inactive = no such curve, though single readings can be large; an effect the other way counts as inactive or inconclusive. Unless noted, % is set by controls: 0 for no effect and ±100 for the full control effect.

The first 2 records (preview)
cpd	SMILES	FBPA Giardia inh	Sm TGR block	AMA1 RON2 block	AmpC detergent	HCV inhibitor	HCMV antiviral
1	O=C(c1ccc([N+](=O)[O-])cc1)N1CCN(C(=O)c2ccco2)CC1	0%	nt	1%	4%	0%	16
2	CCOc1ccc(-c2n[nH]c(=S)n2Cc2ccccc2)cc1	20%	5%	140%[activator]	-8%	7%	-22

This part in full, repeating the preview:
cpd	SMILES	FBPA Giardia inh	Sm TGR block	AMA1 RON2 block	AmpC detergent	HCV inhibitor	HCMV antiviral
1	O=C(c1ccc([N+](=O)[O-])cc1)N1CCN(C(=O)c2ccco2)CC1	0%	nt	1%	4%	0%	16
2	CCOc1ccc(-c2n[nH]c(=S)n2Cc2ccccc2)cc1	20%	5%	140%[activator]	-8%	7%	-22
3	Cc1c(Cl)cnc(NC(=O)COC(=O)CCc2nc3ccccc3s2)c1Cl	-1%	-2%	-2%	1%	15%	41
4	CCOc1cc(C(F)(F)F)cnc1/C(N)=N/O	?	11%	85%[activator]	-13%	12%	-3
5	N#Cc1ccc(-c2ccc(OCC(=O)Nc3cccnc3)cc2)cc1	nt	2%	-3%	-15%	?	-69*
6	CC(=O)N1N=C(c2ccccc2)CC1c1ccccc1[N+](=O)[O-] (stereo not given)	-21%	-6%	-3%	?	7%	38
7	CN1Cc2ccccc2-n2nncc2C1	nt	nt	5%	nt	30%[8.37 µM]	-9
8	O=C(Nc1cccc(Br)c1)c1ccc(CSc2ccccc2)cc1	-1%	1%	8%	3%	-8%	31

Whole records, looked up by structure. Screens in order: FBPA Giardia inh, Sm TGR block, AMA1 RON2 block, AmpC detergent, HCV inhibitor, HCMV antiviral
CCOc1ccc(-c2n[nH]c(=S)n2Cc2ccccc2)cc1 is entered as 20%, 5%, 140%[activator], -8%, 7%, -22
O=C(c1ccc([N+](=O)[O-])cc1)N1CCN(C(=O)c2ccco2)CC1 is entered as 0%, nt, 1%, 4%, 0%, 16

(more compounds)
cpd	SMILES	FBPA Giardia inh	Sm TGR block	AMA1 RON2 block	AmpC detergent	HCV inhibitor	HCMV antiviral
9	S=C(Sc1ccc(Cl)cc1)Sc1ccc(Cl)cc1	-9%	2µM*	nt	9%	nt	nt
10	N#Cc1c[nH]n2c(NC3CCCC3)c(-c3ccc(Br)cc3)nc12	nt	-9%	nt	-1%	nt	-14
11	CCOc1ccc(-c2nnc3sc(COc4ccc(C)cc4)nn23)cc1	4%	-1%	-7%	?	16%	3
12	CCOC(=O)c1sc2nc(C)nc(N3CCCCC3C)c2c1C (stereo not given)	-13%	-1%	4%	?	-29%	-73*
13	COc1cc(-c2noc(CCCC(=O)Nc3ccc(C(N)=O)cc3)n2)cc(OC)c1OC	-3%	15%	-8%	6%	-5%	152
14	Cc1cc(/C=N/NC(=O)c2ccccc2F)c(C)n1-c1ccccc1	-10%	-23%	57%[activator]	7%	7.9µM*	?
15	O=C(c1cccc(S(=O)(=O)N2CCc3ccccc32)c1)N1CCN(CCO)CC1	nt	nt	20%	nt	-11%	-14
16	CCOc1cc(/C=C(\C#N)C(=O)Nc2ccccc2C)ccc1OCc1cc(=O)n2nc(CC)sc2n1	nt	5%	nt	9%	nt	-5
17	COc1cccc(NC(=O)CN(C)C(=O)c2ccc(NC(=O)CC3SC(N4CCCCC4)=NC3=O)cc2)c1 (stereo not given)	nt	-8%	61%[activator]	0%	-5%	-4
18	COc1ccc(CN2C(=O)N(c3ccc(C)cc3)C(=O)C2CC(=O)Nc2ccccc2)cc1OC (stereo not given)	nt	1%	nt	12%	nt	20
19	Cc1ccccc1-n1c(=O)c2ccccc2n2c(=O)[nH]nc12	1%	-12%	-14%	-8%	-6%	7
20	COC(=O)c1ccccc1Oc1cc(C(F)(F)F)nc(-c2ccccn2)n1	nt	nt	-3%	nt	-24%	-13
21	O=C(OCC(=O)N(CCc1ccccc1)Cc1ccccc1)c1ccccc1NCCO	nt	-14%	47%[activator]	-5%	-26%	3
22	COc1ccc(C2CC(c3ccccc3)=NN2c2ccc(S(N)(=O)=O)cc2)cc1 (stereo not given)	-13%	5%	-2%	-2%	?	-1
23	O=C(OCc1ccc(O)cc1)c1c(-c2ccsc2)oc2ccc(N3CCOCC3)cc12	-3%	-4%	24%	?	?	-22
24	O=C(NCC(c1cccs1)N1CCOCC1)c1ccccc1NS(=O)(=O)c1cccc([N+](=O)[O-])c1 (stereo not given)	-7%	-17%	-3%	-11%	-17%&8%	?
25	CCN(Cc1ccccc1)Cc1c(O)ccc2c(=O)c(-c3ccc(Cl)cc3)coc12	nt	-14%	nt	1%	nt	13
26	O=C(CNC(=O)c1ccc(F)cc1)N/N=C/c1cc(Br)ccc1OC(=O)/C=C/c1ccco1	4%	0%	108%[activator]	-5%	10µM*	-77*
27	COc1ccc(NC(=O)CN(C)C(=O)c2cn(-c3ccccc3)nc2-c2cccs2)cc1	nt	3%	-3%	?	?	-1
28	Cc1ccc(CN(CC(=O)N/N=C/c2ccccc2[N+](=O)[O-])S(=O)(=O)c2ccc(C)cc2)cc1	-20%	-4%	-12%	-1%	?	-6
29	C=CCNc1nc(N)c(C(=O)c2ccc3c(c2)OCO3)s1	-20%	-28%	-5%	-10%	?	-26
30	O=c1[nH]c2ccccc2n2c(-c3ccccc3)nnc12	1µM*	0.1µM*	-10%	?	1%	?
31	CCc1n[nH]c2c1/C(=N\O)CC(c1ccccc1)C2 (stereo not given)	1%	1%	5%	-14%	12%	2
32	COc1ccccc1C(=O)C1CCCN(Cc2cn[nH]c2C2CCCCC2)C1 (stereo not given)	3%	12%	-8%	-1%	15%	33
33	Cc1ccc(NC(=O)COS(=O)c2ccc(C)cc2)cc1 (stereo not given)	3%	-1%	0%	2%	2%	-28
34	COc1cc(/C=C/c2nc3ccccc3s2)cc(OC)c1O	-17%	-13%	-2%	-9%	?	38
35	Cc1c(Cl)cccc1NC(=O)c1ncoc1-c1ccco1	nt	1%	nt	8%	nt	44
36	Cc1cccc(C)c1OCC(O)CNC(C)C (stereo not given)	-3%	2%	-1%	-2%	13%	-10
37	Cn1c(=O)c2c(nc(NCCc3ccccc3)n2Cc2ccc(Cl)cc2)n(C)c1=O	nt	-3%	nt	-5%	nt	-82*
38	Cc1c(C=NNC(=O)c2ccc(Br)cc2)c2ccccn2c1C(=O)c1ccncc1	nt	nt	-6%	nt	?	-3
39	COc1ccc(-n2c(SCC(=O)O)nnc2-c2ccc(NC(=O)c3ccccc3)cc2)cc1	23%	0%	-5%	-3%	18%	0
40	O=C(Nc1cccc([N+](=O)[O-])c1)Nc1cccc([N+](=O)[O-])c1	-7%	1%	-5%	-16%	?	?
41	COc1ccc(OC)c(CNCc2ccc3c(c2)OCO3)c1	?	?	-5%	0%	-10%	-6
42	Cc1ccc(/C=C/S(=O)(=O)NCC(=O)OCC(=O)N2CC(=O)Nc3ccccc32)cc1	3%	3%	-3%	5%	9%	-32
43	O=C(NCCCN1CCOCC1)c1ccc2c(=O)n(-c3ccc(F)c(Cl)c3)c(=S)[nH]c2c1	?	-13%	58%[activator]	-15%	?	-37
44	CCN(c1ccc(NC(=O)CSc2nnc3nc(C)cc(C)n23)cc1)C(C)C	0%	0%	1%	-13%	4%	-25
45	COc1ccc(C(=O)NCCS(=O)(=O)NCc2ccc3c(c2)OCO3)cc1	nt	-1%	7%	?	13%	-14
46	O=C(N[C@H]1C/C=C\C(c2ccc(F)cc2)N(Cc2ccccc2)C(=O)C1)OCC1c2ccccc2-c2ccccc21 (stereo not given in full)	nt	nt	-14%	nt	?	-15
47	CCSc1nnc(-c2ccccc2N=Cc2c(C)[nH]n(-c3ccccc3)c2=O)c(=O)[nH]1	10%	5%	-5%[2.32 µM]	?	?	-18
48	O=C(N1CCC(n2nc(-c3ccccc3)oc2=O)CC1)C1(c2ccccc2)CC1	14%	0%	13%	-10%	?	-1
49	Cc1ccc(C)c(Cn2c(CN(C)Cc3ccccc3)nc3c2c(=O)n(C)c(=O)n3C)c1	-9%	8%	2%	-14%	?	?
50	CCOC(=O)c1cc(-c2cccnc2)nn1-c1ccccc1	-1%	-1%	-3%	-1%	-28%	-27
51	Cc1nn(-c2ccc(F)cc2)c(-n2cccc2)c1C(=O)N1CCCCC1C (stereo not given)	nt	5%	nt	0%	nt	-3
52	COCCCn1cnc2oc3nc4ccccc4nc3c2c1=O	0%	-6%	9%	?	-3%	70
53	C/C(CC(=O)NC(C)c1ccccc1)=N\NC(N)=S (stereo not given)	?	-5%	134%[activator]	6%	-10%	-2
54	O=C(Nc1nc(SCc2ccc(F)cc2)ns1)c1ccco1	4%	-12%	-7%	-5%	2%	8
55	CC(C)CN(CCCNC(=O)c1cc(=O)[nH]c2ccc(S(=O)(=O)N3CCCCCC3)cc12)CC(C)C	nt	-2%	nt	3%	nt	9
56	COc1ccc(S(=O)(=O)N(CC(=O)NCc2ccccn2)c2ccc(Cl)cc2)cc1	?	0%	83%[activator]	-3%	15%	-11
57	Cn1ncc2c(NNC(=O)Cc3ccccc3)ncnc21	-1%	0%	39%[activator]	-10%	5%	18
58	COc1ccc(/C=C/C(=O)NCC(=O)N=Nc2c(O)[nH]c3ccc([N+](=O)[O-])cc23)cc1	?	-10%	5%	?	-2%	11
59	COc1ccc2occ(C(=O)c3ccc(N)cc3)c2c1	-11%	0%	-6%	?	-15%	-14
60	Cc1oc2cc3oc(=O)c(CCC(=O)NCCCn4ccnc4)c(C)c3cc2c1C	-1%	2%	-5%	-15%	?	-17
61	CCc1ccc(OCC(O)CN2CCN(c3ccccc3)CC2)cc1 (stereo not given)	-9%	-25%[11.4 µM]	-14%&-5%	-9%	-4%&-27%	-21&-28
62	Cc1c(C(=O)N2CCCCCC2)oc2ccccc12	7%	0%	10%	?	-13%	-2
63	CCCn1c(O)c(N=NC(=O)CNC(=O)c2ccncc2)c2ccccc21	nt	-9%	11%	3%	1%	-16
64	Cc1nnc(NC(=O)C2CC(=O)N(c3ccc4c(c3)OCCO4)C2)s1 (stereo not given)	nt	3%	-13%	5%	6%	44

New compounds follow
cpd	SMILES	FBPA Giardia inh	Sm TGR block	AMA1 RON2 block	AmpC detergent	HCV inhibitor	HCMV antiviral
65	O=C(N=C1N=C2C=CC=CN2Cc2ccccc21)c1ccc(S(=O)(=O)N2CCOCC2)cc1	3%	1%	1%	-3%	9%	-8
66	COC(=O)[C@H](C)NC(=O)c1cc2c(cn1)[nH]c1ccccc12	3%	-6%	22%	1%	-5%	1
67	c1csc(CCCN2CCCCC2)c1	nt	nt	-11%	nt	18%	0
68	COc1cc2c(cc1NC(=O)COc1ccc(Br)c(C)c1)oc1ccccc12	nt	2%	nt	-6%	nt	-7
69	CCOc1ccc(C2c3c(oc4cc(C)c(C)cc4c3=O)C(=O)N2CCCN(C)C)cc1OC (stereo not given)	-20%	?	15%	0%	-19%	2
70	Cc1cc(NC(=O)c2ccc([N+](=O)[O-])cc2Cl)no1	-6%	9%	23%	1%	4%	45
71	CCCn1c(SCC(=O)c2c[nH]c3ccccc23)nnc1-c1ccncc1	-7%	-16%	20%	-7%	5%	67
72	COc1ccccc1CNC(=O)CCC(=O)n1ncc2cc(C)ccc21	11%	-28%	0%	?	10%	5
73	COc1ccccc1NC(=O)COC(=O)C1=NN(c2ccccc2)C(=O)CC1	nt	nt	-14%	nt	-2%	13
74	CCN(CC)S(=O)(=O)c1cccc(C(=O)N[C@H](C(=O)NCc2ccccc2F)C(C)C)c1	1%	-8%	-1%	2%	-24%	6
